High-throughput results (PubChem)
TRHR agonist: TRH receptor (human) agonism; P34981; TRHR cells, calcium flux fluo-8, FDSS agonist mode; activation, % at 2 µM; hit rate 0.18% among 360,000; in the data active = activation above about 30%; note: 0% is about no effect
Target sequence (P34981 whole entry, looked up): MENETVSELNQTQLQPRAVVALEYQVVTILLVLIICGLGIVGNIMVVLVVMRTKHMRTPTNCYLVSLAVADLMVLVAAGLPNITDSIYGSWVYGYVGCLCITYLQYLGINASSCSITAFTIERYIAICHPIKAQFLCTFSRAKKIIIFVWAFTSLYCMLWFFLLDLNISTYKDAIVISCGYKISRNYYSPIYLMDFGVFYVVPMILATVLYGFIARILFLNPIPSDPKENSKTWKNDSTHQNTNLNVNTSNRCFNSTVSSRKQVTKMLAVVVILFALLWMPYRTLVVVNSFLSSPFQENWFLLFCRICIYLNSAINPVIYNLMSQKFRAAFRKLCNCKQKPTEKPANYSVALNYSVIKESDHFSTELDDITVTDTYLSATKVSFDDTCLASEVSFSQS
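Agonist-mode FDSS calcium read (Ex 480/Em 530, 1 s cycles) in 1536-well TRHR cells with fluo-8 dye, after 10-cycle baseline and 23 nL compound addition; TRH at EC20 (10 nM final) added afterwards for the enhancer phase.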
APE1 inh: blocks human APE1 abasic DNA cleavage; Potency, µM (doses to about 65.8 µM), without a hit: at the highest dose activity change, negative = inhibition, most hits filed as inhibitors; hit rate 0.35% among 350,000; recombinant APE1, TAMRA/BHQ-2 abasic DNA cleavage fluorescence; AID 2517; P27695;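 note: potency is the fitted concentration of half-maximal effect; plate controls were vehicle for no effect and reference inhibitor for full effect; nearly all actives have a fitted effect of over 55% in size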
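APE1 at 0.75 nM final was preincubated with compound 15 min at room temperature, then 50 nM double-stranded THF abasic-site substrate (5'-TAMRA/3'-BHQ-2) was added. Fluorescence (ex 525/em 598 nm) was read kinetically; third-minus-first read gave activity.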
BLM inh: blocks DNA unwinding by human BLM helicase; Potency, µM (series often up to 56.1 µM), without a hit: at the highest dose activity change, negative = inhibition, actives largely listed as inhibitors; AID 2528; hit rate 0.2% among 350,000; recombinant BLM DNA unwinding, fluorescence dequenching;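 note: potency is the fitted concentration of half-maximal effect; plate controls were vehicle for no effect and no enzyme for full effect; nearly all actives have a fitted effect of over 35% in size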
Pol kappa inh: inhibitors of human DNA polymerase kappa | Potency, µM (doses to about 107 µM), for inactives: at the top dose activity, negative = inhibition, usual class: inhibitors | purified Pol kappa, fluorescent DNA synthesis assay, 10 min | hit rate 0.53% among 400,000 | AID 588579 | Q9UBT6; note: potency is the fitted concentration of half-maximal effect; % is set by controls: 0 for no effect and ±100 for the full control effect
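Enzyme at 10 nM met test compounds for 15 min at room temperature. Substrate addition (50 nM final) began the reaction, which was monitored by fluorescence at 0 and 10 min.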
Pol beta inh: DNA polymerase beta (human) inhibition; Pol beta primer extension/strand displacement, fluorescence kinetic; Potency, µM (series often up to 114 µM), for inactives: at the highest dose activity change, negative = inhibition, most hits filed as inhibitors; hit rate 1.3% among 340,000; note: potency is the fitted concentration of half-maximal effect; % is set by controls: 0 for no effect and ±100 for the full control effect
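10 nM enzyme + cpd, 15 min RT; start with substrate 50 nM final; read 0 min and after 10 min RT. Corrected, normalized data; 4-parameter Hill curve fit.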
ERG-DNA inh: blocks human ERG Ets domain binding to DNA. P11308. fluorescence polarization, His-ERG Ets domain / labelled DNA. Potency, µM (top dose mostly 76.9 µM), without a hit: at the highest dose FP activity, negative = inhibition, actives largely listed as inhibitors. hit rate 0.028% among 370,000. AID 624246; active = well fitted inhibition curve with a large enough effect in the polarisation, with a control signal flat; inconclusive = small, poorly fitted or top-dose-only effect, or effect the other way, or a change in a side signal; inactive = no such curve, though single readings can be large or run the other way; the % refers to the polarisation;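 note: polarization taken with two DNA probes labelled with fluorescein and Texas red; potency is the fitted concentration of half-maximal effect; % of control where 0% means no effect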
Target sequence (P11308 whole entry, looked up, the tested form may be a part): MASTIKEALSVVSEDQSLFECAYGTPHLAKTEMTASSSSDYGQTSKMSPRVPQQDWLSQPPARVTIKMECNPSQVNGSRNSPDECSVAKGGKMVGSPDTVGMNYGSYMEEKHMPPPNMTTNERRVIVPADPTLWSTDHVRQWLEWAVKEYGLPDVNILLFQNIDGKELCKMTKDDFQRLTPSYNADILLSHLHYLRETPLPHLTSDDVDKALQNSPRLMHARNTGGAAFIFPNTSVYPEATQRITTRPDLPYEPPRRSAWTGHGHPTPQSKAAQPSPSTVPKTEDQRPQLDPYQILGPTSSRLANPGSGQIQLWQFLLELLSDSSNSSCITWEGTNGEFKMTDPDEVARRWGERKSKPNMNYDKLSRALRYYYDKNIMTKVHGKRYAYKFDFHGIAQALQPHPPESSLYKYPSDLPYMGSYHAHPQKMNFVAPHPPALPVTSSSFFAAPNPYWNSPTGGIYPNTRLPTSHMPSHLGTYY
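His-tagged ERG Ets domain (1 uM in the protein solution; 300mM KCl, 50mM Tris-HCl, 1mM EDTA, 1mM DTT, pH 7.5) received compound, then a probe mix of 5 nM fluorescein-DNA and 100nM Texas-615-DNA. Fluorescence polarization was read for both dyes.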
Pol iota inh: blocks human DNA polymerase iota activity; AID 588590; Pol iota fluorescent replication assay, 10 min; Q9UNA4; Potency, µM (series often up to 115 µM), inactives show at the top dose activity, negative = inhibition, most hits filed as inhibitors; hit rate 1% among 390,000; note: potency is the fitted concentration of half-maximal effect
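Fluorescent replication assay read twice, at 0 min and 10 min after adding 50 nM (final) substrate. Enzyme (10 nM) and compounds were first incubated 15 min at room temperature; enzyme-free buffer wells were negative controls.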
Anesthetic bind: binds horse apoferritin like a general anesthetic; P02791; apoferritin/1-aminoanthracene competitive binding, fluorescence; Potency, µM (top dose mostly 77.5 µM), for inactives: at the top dose activity change, negative = displacement, most hits filed as inhibitors; hit rate 0.074% among 350,000; AID 485281; note: potency is the fitted concentration of half-maximal effect; % is set by controls: 0 for no effect and ±100 for the full control effect; nearly all actives have a fitted effect of over 20% in size
Target sequence (P02791 2-175 limits assumed): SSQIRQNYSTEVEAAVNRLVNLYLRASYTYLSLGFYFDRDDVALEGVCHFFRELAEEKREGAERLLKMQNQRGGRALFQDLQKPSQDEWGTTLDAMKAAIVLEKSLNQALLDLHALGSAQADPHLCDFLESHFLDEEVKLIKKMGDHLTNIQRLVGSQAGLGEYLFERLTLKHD
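Horse-spleen apoferritin (10 uM) was mixed with 50% saturated 1-aminoanthracene in PBS, exposed to compounds for 10 min at room temperature, and read for fluorescence (ex 380 nm, em 535 nm). Competitive displacement was fitted with a four-parameter Hill equation.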
12-LOX inh: blocks human arachidonate 12S-lipoxygenase; purified 12hLO, xylenol orange hydroperoxide absorbance; hit rate 1.1% among 580,000; P18054; Potency, µM (highest dose often 108 µM), for inactives: at the highest dose activity change, negative = inhibition, actives largely listed as inhibitors; note: potency is the fitted concentration of half-maximal effect; % is set by controls: 0 for no effect and ±100 for the full control effect
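Hydroperoxide product was detected by ferrous iron/xylenol orange as the 573 to 405 nm absorbance ratio. Arachidonic acid at 40 uM (final) was turned over for 30 min at room temperature by 150 nM human 12hLO, pH 7.0 Hepes buffer, after 15 min compound preincubation.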
Starred values were filed as active, the others as inactive; u = inconclusive; x = not tested or not shown; & = joins results of further samples; [ ] = remark or other dose. Unless noted, calls come from the whole dose curve; as a rule, active = well fitted curve in the direction sought with a large enough effect; inconclusive = small, poorly fitted or top-dose-only effect, or another doubt; inactive = no such curve, though single readings can be large; an effect the other way counts as inactive or inconclusive. The list is partial; the hit share may differ from the screen's.

SMILES | TRHR agonist | APE1 inh | BLM inh | Pol kappa inh | Pol beta inh | ERG-DNA inh | Pol iota inh | Anesthetic bind | 12-LOX inh
COC(=O)c1[nH]c2ccccc2c1NC(=O)C(C)N1CCN(C(=O)c2ccco2)CC1 (stereo not given) | -0.5 | -3.3% | -1.1% | -7.1% | 35.2% | -5.7% | 2.7% | -14.2% | -1.8%
CC(O)(Cc1ccccn1)Cc1ccccn1 | x | x | x | -24.8% | x | -3.6% | 37.0%[activator] | x | -24.4%
O=C(CN1C(=O)NC2(CCCCCC2)C1=O)c1ccc(OC(F)F)cc1OC(F)F | 0.8 | 2.1% | x | -3.1% | x | 8.4% | 21.2% | x | u
CN=C1SC(CC(=O)Nc2c(C)cccc2C)C(=O)N1/N=C/c1cccs1 (stereo not given) | -0.1 | 18.8% | 1.0% | -0.3% | 41.7% | 1.2% | 30.6%[activator] | 4.7% | -11.3%
CSc1nc(Oc2ccc(=O)[nH]n2)nc(N(C)C)n1 | 0.4 | 12.3% | 0.6% | -2.3% | 24.3% | -11.2% | 0.4% | -6.0% | 4.1%
O=C(CSc1ncn[nH]1)N1N=C(c2ccc(Cl)cc2)CC1c1ccco1 (stereo not given) | -1.2 | -3.2% | -1.6% | 16.4% | -0.6% | 4.6% | 53.6%[activator] | -22.8% | 1.3%
CCCCN1C(=S)SC(C)(C)C1/[N+]([O-])=C/c1ccc(S(=O)(=O)NC)cc1 (stereo not given) | -4.6 | 18.3% | 2.7% | -8.1% | -1.8% | 4.3% | 52.4%[activator] | 4.0% | 7.3%
Cc1noc2ncc(C(=O)c3cc(F)ccc3O)cc12 | 0.3 | u | -16.6% | -6.6% | -9.9% | 13.0% | 6.6% | -9.9% | 147.0%[activator]
Cc1ccc(C)c(NC(=O)C2CCCN(S(=O)(=O)c3c(C)noc3/C=C/N(C)C)C2)c1 (stereo not given) | 0.3&-2.2 | 6.0% | -1.8%&-7.0% | -5.3%&-24.8% | 38.9%&3.4% | 6.4%&-8.7% | -8.9%&30.7% | -19.3%&-6.0% | u
COc1ccc(-c2cc(-c3ccccc3)n[nH]2)c(O)c1 | 1.7 | 2.8% | -11.0% | 1.4% | -19.6% | 7.0% | 53.1%[activator] | u | u
Fc1ccccc1Nc1ncnc2c1nnn2Cc1ccccc1 | -0.1 | -2.1% | -4.3% | -7.6% | 3.0% | -10.9% | 7.3% | u | 0.0%
COc1ccccc1CNC(=O)C1CCCN(c2cnccn2)C1 (stereo not given) | -0.2 | -3.4% | -0.7% | 0.9% | 65.5% | -6.2% | -11.2% | 2.2% | 15.7%
Cc1cc(NC(=O)CNC(=O)C2CCCCC2)no1 | 0.1 | 9.4% | -1.2% | -6.3% | 23.2% | x | 22.2% | u | -10.4%
COc1ccc(S(=O)(=O)Cc2ccc(C(=O)NCc3ccco3)o2)cc1 | 0.2 | -7.3% | -2.4% | -23.7% | 5.1% | -8.1% | 14.0% | -6.3% | 399.4%[activator]
CCCOc1ccc(C(=O)N(Cc2ccc(N(C)C)cc2)CC2CCCO2)cc1 (stereo not given) | -0.8 | x | -2.1% | -5.7% | -9.8% | 0.0% | 17.9% | -1.5% | -16.5%
CCc1ccc(NC(=O)CSc2cn(CC(=O)N3CCCC3)c3ccccc23)cc1 | 0.3 | x | 2.4% | -6.3% | -0.9% | -2.9% | 7.6% | -21.3% | -18.9%
Cc1ccc(CSCCNC(=O)CN(c2cccc(C)c2C)S(=O)(=O)c2ccccc2)cc1 | 2.8 | x | -8.6% | -5.6% | 3.1% | 5.0% | 5.0% | 112.5%[activator] | -16.3%
COc1cc(NC(=O)c2ccc(C)c([N+](=O)[O-])c2)ccc1NC(=O)c1ccco1 | -1.4 | 25.9% | -10.6% | x | 11.6% | x | x | 0.1% | x
OCCCCCNc1ncnc2ccccc12 | 0.4 | 7.4% | 3.6% | -8.3% | -9.1% | -6.8% | 32.5%[activator] | 4.1% | 342.8%[activator]
Cc1c(NC(=O)C(C)OC(=O)c2ccc(Br)o2)c(=O)n(-c2ccccc2)n1C (stereo not given) | 0.2 | -0.3% | -3.9% | -0.4% | 16.2% | 7.6% | 67.6%[activator] | -1.5% | 24.6%
COc1ccc(Cl)cc1NS(=O)(=O)c1cccc(C(=O)NC2CCN(Cc3ccccc3)CC2)c1 | x | x | x | -9.2% | x | -11.1% | -2.1% | x | 257.2%[activator]
CC(=O)n1c2ccccc2c2c1c1ccccc1n2C | 0.7 | 10.7% | -2.3% | -1.9% | 49.0% | 5.3% | -2.7% | 55.0%[activator] | 30.3%[activator]
O=C(c1ccc2ccccc2c1)C1CCCN(C(=O)CN2C(=O)CSC2=O)C1 (stereo not given) | 2.3 | 2.3% | -3.1% | 12.0% | 0.5% | 7.8% | 35.1%[activator] | -13.7% | 3.5%
COC(=O)c1sccc1NC(=O)c1c(-c2ccccc2)noc1C | 0.1 | -1.4% | -2.7% | -22.4% | 13.6% | -3.5% | 0.4% | -15.1% | 20.9%
CCC(c1nnc(SCC(=O)N2CC3(C)CC2CC(C)(C)C3)o1)N(C)C (stereo not given) | 0.1 | 4.5% | -1.4% | -6.0% | -38.0% | -1.6% | 11.8% | -18.0% | 2.4%

As entered above.
Cc1ccc(CSCCNC(=O)CN(c2cccc(C)c2C)S(=O)(=O)c2ccccc2)cc1 in TRHR agonist has 2.8
CCC(c1nnc(SCC(=O)N2CC3(C)CC2CC(C)(C)C3)o1)N(C)C (stereo not given) in Pol iota inh has 11.8%
COc1ccc(S(=O)(=O)Cc2ccc(C(=O)NCc3ccco3)o2)cc1 in BLM inh has -2.4%

Further entries:
SMILES | TRHR agonist | APE1 inh | BLM inh | Pol kappa inh | Pol beta inh | ERG-DNA inh | Pol iota inh | Anesthetic bind | 12-LOX inh
Cc1ccc(-n2ncc3c2CCCC3NC(=O)CCc2cnccn2)cc1C (stereo not given) | -0.1 | -8.6% | 2.1% | -5.3% | 19.5% | 1.3% | 32.2%[activator] | -6.8% | 449.5%[activator]
COc1ccc(OC)c2c(C)cc(N3CCN(C(=O)c4ccc(F)cc4)CC3)nc12 | 0.0 | 0.0% | 1.8% | -15.2% | 26.3% | -6.8% | 10.3% | -12.1% | -22.8%
COc1ccc(NC(=O)C2=C(C)Nc3ncnn3C2c2ccc[nH]2)cc1 (stereo not given) | 0.0 | x | -1.4% | 4.7%[60.1 µM] | 79.4µM* | -1.3% | u | -7.9% | -11.1%
COc1ccc(C2CC(C(F)(F)F)n3nc(C(=O)O)cc3N2)cc1OC (stereo not given) | 0.2 | -4.2% | -1.7% | -21.8% | 85.4% | -1.8% | 9.8% | -8.6% | u
C=C(C)COc1ccc(-c2[nH]ncc2-c2ccc(OC)cc2)c(O)c1 | 0.1 | -10.3% | -20.2% | -6.2% | 0.2% | 1.6% | 27.8% | u | u
O=C1c2ccccc2C(=O)N1CCCOc1ccccc1 | -0.3 | -5.4% | -3.6% | -5.1% | -22.6% | -0.7% | 9.3% | -6.6% | 10.7%
Cc1nc(N2CCN(C(=O)c3cnccn3)CC2)c2c3c(sc2n1)CC(C(C)(C)C)CC3 (stereo not given) | 1.3 | -21.6% | -0.9% | -5.0% | 29.8% | -3.9% | 20.9% | 5.4% | 1.7%
Cn1c(=O)n(C)c2cc(NC(=O)COc3ccc(F)cc3)ccc21 | 0.4 | -9.1% | -8.0% | -14.5% | 58.7% | 1.0% | 12.2% | -0.6% | 6.3%
O=S(=O)(c1ccc2c(c1)OCCO2)N1CCC(n2nnc3cc(C(F)(F)F)ccc32)CC1 | -0.1 | -2.9% | -9.5% | -3.7% | 1.5% | 1.8% | 9.6% | -7.2% | 0.0%
CCc1nc2sc3ccccc3c(=O)c2c(=O)n1Cc1ccc(OC)cc1 | -0.1 | 2.5% | -1.2% | -4.2% | -0.4% | 0.9% | 19.9% | -1.0% | 111.7%[activator]
CN(C)S(=O)(=O)c1ccc2oc(SCC(=O)c3c(N)n(C4CC4)c(=O)[nH]c3=O)nc2c1 | 0.4 | 19.4% | x | -1.8% | x | 7.7% | 36.2%[activator] | x | 2.4%
N#Cc1ccc(CN2CCC3(CCNCC3)CC2)cc1 | x | 22.0% | 3.3% | 3.8%[60.1 µM] | x | x | x | x | u
Cc1ccccc1OCc1occc1C(=O)Nc1cccc(-n2cnnn2)c1 | -0.4 | 9.1% | -13.3% | 3.5% | -2.7% | 15.3% | 31.8% | -17.1% | -22.5%
COc1ccc(CNC(=O)CCc2nc(-c3ccccc3F)no2)c(OC)c1 | 0.4 | -3.7% | 1.0% | -4.4% | 1.9% | 8.6% | 1.8% | -5.5% | -6.4%
Cc1cccc(OCC(=O)NNC(=O)CCCCC(=O)NNC(=O)COc2cccc(C)c2)c1 | -0.5 | 78.1%[activator] | 0.1% | 0.7% | u | 61.4%[activator] | u | -6.9% | 0.3%
COC(=O)Cn1c(=O)c2c(nc3n2CC(C)CN3CCc2ccccc2)n(C)c1=O (stereo not given) | -1.0 | 6.8% | 0.9% | 8.6%[60.1 µM] | 4.3% | -17.8% | -8.9% | 2.9% | u
COc1ccccc1NC(=O)c1cc2c(CO)cnc(C)c2oc1=Nc1ccc(OC)c(OC)c1 | -0.6 | -19.2% | -2.0% | -16.1% | 2.9% | 10.4% | -13.4% | -5.3% | 2.3%
CCN(c1ccccc1C)S(=O)(=O)c1cc2c3c(c1)CCC(=O)N3CCC2 | -0.8 | 2.9% | -2.8% | -2.5% | 17.1% | 1.6% | 61.2%[activator] | -4.3% | -5.6%
